S3 lipid droplet – qHTS Assay for Lipid Storage Modulators in Drosophila S3 Cells | Drosophila S3 cells, BODIPY lipid droplet fluorescence, 18-24 h; cells fed with added oleic acid | lipid storage change, negative = inhibition, % at the top dose, mostly 46.1 µM; hits show Potency in µM | 320,000 compounds, 0.64% hits; active means well fitted inhibition curve with a large enough effect in the signal ratio, with a control signal flat, not every such curve was filed as active; inconclusive means small, poorly fitted or top-dose-only effect, or effect the other way, or a change in a side signal; the % refers to the signal ratio
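Drosophila S3 cells got compounds at several concentrations plus oleic acid (400 uM solution). Laser-scanning cytometry with 488 nm excitation read lipid droplets at 500-530 nm and cells at 575-640 nm. Percent activity was relative to 20 uM Triacsin C.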
S3 lipid droplet cell count max – also measured in S3 lipid droplet; calls as there; cell number change, %; measured here: cell count max response;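 cells counted by Cell Tracker Red CMTPX staining in the red channel; peak over a dose series mostly up to 46.1 µM; percent activity relative to internal control wells on each plate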
Numbers without * were called inactive; i = inactive; ? = inconclusive; . = not tested or not shown; [ ] = dose if it differs, or a comment. On the % scale 0 is the no-effect control and ±100 the full control effect; potency means the concentration at half of the fitted maximal effect. The list is partial, so the mix of outcomes need not match the whole.

SMILES	S3 lipid droplet	S3 lipid droplet cell count max
COc1ccc(CC(=O)OCC(=O)NCCc2ccccc2)cc1OC	7.8%	6.0
O=C(O)C1CCN(C(=O)CSc2nc3ccccc3c(=O)n2Cc2ccccc2)CC1	?	.
CCOC(=O)c1cnn(-c2ccc(C(C)C)cc2)c1NC(=O)C1CCC1	-13.0%	2.8
CC(C)(C)OC(=O)N1CCCC1C(=O)O (stereo not given)	8.4%	14.9
COc1ccc(NC(=O)c2ccc(-n3cccn3)c([N+](=O)[O-])c2)cc1	?	.
CCCc1cc(CNC(=O)C2CCC(=O)N(CCc3cccc(F)c3)C2)on1 (stereo not given)	-19.7%	.
COC(=O)Nc1snnc1C	-14.4%	-15.3
COc1cc(NC(=O)[C@@H]2CCCN2S(=O)(=O)c2cccc3cccnc23)cc(OC)c1OC	10.7%	-2.2
Cc1nc2nc(N)nn2c(C)c1C/C=C/c1ccccc1	?	.
COc1ccccc1Cc1noc(COc2cccc(C)c2C)n1	?	.
Cc1cc(Cl)ccc1Nc1ncccc1C(N)=O	20.9%	3.5
CC(C)(C)c1cc[n+](/C(C(=S)Nc2ccccc2F)=C(/[O-])c2ccc3c(c2)OCCO3)cc1	-4.0%	.
CSc1ccc(C#N)cc1NC(=O)c1ccc(Cl)cc1Cl	?	.
O=C(O)c1ccccc1OCc1ccccc1Cl	-8.8%	-1.8
O=C1CN(C(=O)c2ccc3nc(Cc4cccc(Cl)c4)oc3c2)CCN1	?	.
O=C(c1ccc(CS(=O)c2ccc(F)cc2)o1)N1CCN(C2CCCCC2)CC1 (stereo not given)	?	.
O=S(=O)(c1cccs1)N1CCCc2ccccc21	?	.
COCCNC(=O)c1ccc2c(c1)CCN2S(C)(=O)=O	-26.7%	-45.9
CCCC(=O)NC(c1ccco1)c1c(O)ccc2ccccc12 (stereo not given)	?	.
COc1cc(C)ccc1OCCOCCOc1cccc2ccc(C)nc12	?	.
COc1ccc(NC(=O)C(=O)N2N=C(C(C)C)CC2(O)C(F)(F)F)cc1 (stereo not given)	20.7%	-5.2
CCOc1ccc(OCc2cccc(C(=O)N(CC)CC)c2)cc1	-7.3%[9.22 µM]	3.8
CCCCOC(=O)CSC1=C(C#N)C(c2ccccc2OCC)C(C#N)C(=O)N1 (stereo not given)	10.4%	-9.8
CCc1cc(C(=O)Cc2nc3ccccc3[nH]2)c(O)cc1O	?	.
Cn1c(-c2ccccc2)cnc1NCc1cc2c(cc1[N+](=O)[O-])OCO2	?	.

Following part:
SMILES	S3 lipid droplet	S3 lipid droplet cell count max
CS(=O)(=O)N(CC(=O)N1CCN(Cc2ccccc2)CC1)c1cccc(F)c1	?	.
Nc1nc(Nc2ccccc2Br)nc(C(F)(F)F)n1	-0.3%	-6.9
C=CCN1C=C2C(=O)C(C)(OC(=O)c3cccs3)C(=O)C=C2C=C1CCCC(=O)OC (stereo not given)	?	.
Cc1cc(C(=O)Nc2c(C)nn(Cc3ccccc3)c2C)on1	5.5%	12.2
CCOC(=O)C1=C(COC(=O)/C=C/c2ccc(OC)c(OC)c2)NC(=O)NC1C (stereo not given)	?	.
O=C(NCC1CCCN1S(=O)(=O)c1cccs1)c1ccc(F)cc1 (stereo not given)	?	.
CN(CCC1CCOCC1)C(=O)CC1C(=O)NCCN1Cc1cccc(F)c1 (stereo not given)	?	.
O=C(NCc1ccccc1)NS(=O)(=O)c1ccccc1Cl	?	.
COc1ccc(C2CC(c3ccccc3OC(C)=O)=NN2C(=O)/C=C/c2ccccc2)cc1OC (stereo not given)	?	.
CC[C@H](C)[C@H](NC(N)=O)C(=O)NCCc1ccc(Cl)cc1Cl	?	.
Cc1ccc(OCCC(=O)Nc2ccc(S(=O)(=O)Nc3nccs3)cc2)cc1	?	.
O=C(c1cccc(Cl)c1)N1CCN(Cc2ccncc2)CC1	-2.9%	24.0
Cc1ccc(/C=C/C(=O)OC(C)C(=O)Nc2ccc(Cl)cn2)o1 (stereo not given)	13.6%	14.4
CCOc1ccc(-c2nnc(N3CCCCC3)c3ccccc23)cc1	?	.
CC(=O)NCCc1ccc(C(=O)CSc2nnc(C3CC3)n2C2CC2)cc1	?	.
Cn1cc(C(=O)C(=O)NC2CCCCC2)c2ccccc21	?	.
O=C(NCc1cccs1)C1CCCN(C(=O)Nc2ccc(F)cc2)C1 (stereo not given)	?	.
COC(=O)c1ccccc1COn1c(=O)c[n+]([O-])c2ccccc21	-2.4%	-12.5
O=C(COc1coc(CN2CCCc3ccccc32)cc1=O)Nc1ccccc1	?	.
O=C(CN1C(=O)C(=O)N(Cc2ccccc2)C1=O)c1ccc[nH]1	?	.
COC(=O)c1c(NC(=O)CSc2nnnn2C)sc(C)c1C	?	.
Cc1ccc(S(=O)(=O)c2nc(Cc3ccccc3)oc2N2CCOCC2)cc1	?	.
NC(=O)C(c1ncc(C(F)(F)F)cc1Cl)c1c(Cl)cccc1Cl (stereo not given)	?	.
CSc1nnc(NC(=O)c2cc3ccccc3oc2=O)s1	3.4%	13.9
COc1ccc(Cc2nnc(N)s2)cc1OC	6.6%	2.7

Next part:
SMILES	S3 lipid droplet	S3 lipid droplet cell count max
CCc1c(C)sc(NC(=O)c2noc(C)c2[N+](=O)[O-])c1C#N	-3.5%	-1.3
N#Cc1c(NC(=O)CCCl)sc2c1CCCCC2	?	.
CCOCc1nnc(NC(=O)CSCc2ccccc2)s1	4.6%	1.8
Cc1cc(-n2c(C)cc(C(=O)CCl)c2C)no1	?	.
CN(C)[C@@H](CO)c1nnc([C@H](Cc2ccc(O)cc2)NC(=O)C2CCNCC2)o1	-9.3%	9.8
N#Cc1c(/N=C/c2ccccc2)oc(-c2ccccc2)c1-c1ccccc1	0.9%	3.3
COc1cc(C(=O)Nc2cccc(-c3nc4cc(C)cc(C)c4o3)c2)cc(OC)c1OC	-3.6%	1.4
Cn1cnc2c1c(=O)n(Cc1ccc(Cl)cc1Cl)c(=O)n2C	?	.
Cc1cc2c(cc1S(=O)(=O)N(C)Cc1ccccc1)OCC(=O)N2	?	.
CC(C)(C)C(=O)NC1CCN(S(=O)(=O)c2cccc(C(F)(F)F)c2)CC1	?	.
Cc1ccccc1C(=O)O/N=C(\N)c1ccccc1	?	.
Cc1cc2ccccn2c1C(=O)c1ccc([N+](=O)[O-])o1	?	.
Cc1nn(CC(=O)Nc2cccnc2)c(=O)c2ccccc12	-4.5%	9.9
N=C(N)n1c(N)nc2ccccc2c1=O	?	.
O=C(CCS(=O)(=O)CCN1CCOCC1)NCNC(=O)CCS(=O)(=O)CCN1CCOCC1	?	.
O=c1ccccn1Cc1c(Cl)cccc1Cl	0.1%	12.4
O=C(CCN1CCOCC1)Nc1ccc(F)cc1	?	.
Cc1cc(C)n2c(nc3ccccc32)c1C(=O)NCc1ccccc1	?	.
Cc1ccc2cc(C#N)c(SCC(=O)NNC(=O)Cc3ccccc3)nc2c1	?	.
O=C(Nc1ccc(Cl)c(Cl)c1)C1CCN(C(=O)c2ccco2)CC1	?	.
CC(C)COP(=O)(OCC(C)C)C(Nc1ccccc1)c1ccccc1 (stereo not given)	5.2%	-1.1
CC(OC(=O)c1cccs1)C(=O)NC1CCCCC1C (stereo not given)	?	.
O=C(CCC1CCCC1)NNC(=O)c1cc2ccccc2cc1O	?	.
COCCNC(=O)Cn1nc(C)c([N+](=O)[O-])c1C	15.9%	2.6
N/C(=N\OC(=O)c1ccccc1F)c1ccc([N+](=O)[O-])cc1	-3.5%	5.9

Exported with each value named: 4 of the compounds above.
Cc1cc2ccccn2c1C(=O)c1ccc([N+](=O)[O-])o1
  S3 lipid droplet = ?; S3 lipid droplet cell count max = .

Cc1nn(CC(=O)Nc2cccnc2)c(=O)c2ccccc12
  S3 lipid droplet = -4.5%; S3 lipid droplet cell count max = 9.9

N=C(N)n1c(N)nc2ccccc2c1=O
  S3 lipid droplet = ?; S3 lipid droplet cell count max = .

O=C(CCS(=O)(=O)CCN1CCOCC1)NCNC(=O)CCS(=O)(=O)CCN1CCOCC1
  S3 lipid droplet = ?; S3 lipid droplet cell count max = .

Next results follow.
SMILES	S3 lipid droplet	S3 lipid droplet cell count max
CN(C)N1C(N)=C(C#N)C(c2cccnc2)C2=C1CC(C)(C)CC2=O (stereo not given)	4.5%	5.4
CCOc1ccc(OCCNCc2ccc(OC(C)C(=O)N(C)C)c(OCC)c2)cc1 (stereo not given)	?	.
O=C(NNC(=S)NC(=O)c1ccco1)c1ccc(NC(=O)c2ccccc2)cc1	0.6%	3.1
COc1cc(/C=C(\C#N)C(=O)NCC2CCCO2)ccc1OC(C)C (stereo not given)	?	.
CCNC(=O)N1C(=O)C2(OCCO2)c2cc(Br)ccc21	?	.
O=C(/C=C/c1ccccc1)Nc1ccc(Cl)cn1	?	.
CCOC(=O)CNC(=O)C12CC3CC(C1)CC(c1ccc(C)cc1)(C3)C2	?	.
O=C(CSc1nnc(-c2ccccc2F)n1C1CC1)Nc1cccnc1Cl	?	.
Cc1ccc(S(=O)(=O)NNC(=O)CCCCC(=O)NNS(=O)(=O)c2ccc(C)cc2)cc1	?	.
COc1ccc(C(=O)N/C(=C\c2cn(S(=O)(=O)N(C)C)c3ccccc23)C(=O)NCCN2CCOCC2)cc1OC	i	.
COC(=O)C1CCN(C(=O)c2ccc3oc(Cc4ccc(Cl)cc4)nc3c2)CC1	?	.
Cc1csc(-c2cnn(-c3ccccc3)c2NC(=O)c2cccc(F)c2)n1	?	.
O=C(O)c1ccc(COCC(F)(F)C(F)F)o1	-21.4%	-1.0
COc1ccccc1NC(=O)CN1CCC(n2nnc3cc(F)ccc32)CC1	?	.
CC1CCN(S(=O)(=O)c2ccc(NC(=O)CCNC(=O)c3ccc(Cl)cc3)cc2)CC1	?	.
CCCCN(C(=O)c1ccc([N+](=O)[O-])s1)c1c(N)n(CCCC)c(=O)[nH]c1=O	i	.
CN(Cc1ccccc1)C(=O)COC(=O)c1ccc(Cl)c(N)c1	-8.3%	2.0
C1CCC(CNc2c3c(nc4nnnn24)CCCC3)CC1	?	.
O=C1C2CCCN2C(=O)N1CCCN1CCN(c2cccc(Cl)c2)CC1 (stereo not given)	?	.
CCCCOc1ccc(Cc2c(Cl)nc(SC)nc2N2CCOCC2)cc1	6.0%	-3.0
Cc1cccc(Oc2nc3ccccn3c(=O)c2/C=C(\C#N)C(=O)NC2CCS(=O)(=O)C2)c1 (stereo not given)	15.7%	3.4
COC(=O)C1CCN(C(=O)c2ccc(SC)cc2OC)CC1	11.5%	-8.3
COc1ccc(C(=O)NN)cc1	1.5%	15.0
COc1cc(/C=C2/C(=O)CNC2=O)ccc1O	?	.
Cc1cc(Nc2ccccc2)nn1C(=O)c1ccccc1	?	.

Carrying on:
SMILES	S3 lipid droplet	S3 lipid droplet cell count max
CCn1c(=O)cc(N2CCN(C(=O)c3ccco3)CC2)[nH]c1=O	12.0%	10.6
Cc1c(Cl)cccc1NC(=O)C1CCCN(S(C)(=O)=O)C1 (stereo not given)	2.4%	22.1
Cc1csc(SCC(=O)NC2CCC(C)CC2)n1 (stereo not given)	?	.
COc1ccccc1CCC(=O)OC(C)C(=O)Nc1c(C)n(C)n(-c2ccccc2)c1=O (stereo not given)	-5.3%	.
O=C(NCCN1CCN(c2ccccc2)CC1)c1cccc(Br)c1	-3.4%	-10.2
COc1ccc(CCn2c(=N)c(C(=O)NCCN3CCOCC3)cc3c(=O)n4cccc(C)c4nc32)cc1OC	?	.
CCc1ccc(OCC(=O)N2CC(C(=O)OC)Oc3ccccc32)cc1 (stereo not given)	7.2%	1.7
O=C(NCCN1CCCC1)c1ccc(Cn2c(=S)[nH]c3cc4c(cc3c2=O)OCO4)cc1	11.7%	6.3
Cc1ccc(NC2SC(=O)N(CC(=O)O)C2=O)cc1 (stereo not given)	23.1µM*	-7.7*
Cc1nc2ccccc2c(=O)n1NC(=O)/C=C/c1ccc(Br)cc1	5.5%	-3.2
CCN(CCCNC(=O)CCn1c(=O)[nH]c2ccccc2c1=O)c1cccc(C)c1	19.4%	-14.9
O=C(CCCOc1ccccc1)Nc1ccc2c(c1)OCCO2	-6.7%	-0.9
COc1ccc(-n2nc3cc(C)c(NC(=O)CC(C)C)cc3n2)cc1	?	.
O=C(N/N=C/c1cccnc1)c1cccc(S(=O)(=O)Nc2cccc(Cl)c2)c1	i	19.9
CCCN(C(=O)C1=COCCO1)c1c(N)n(Cc2ccccc2)c(=O)[nH]c1=O	5.4%[0.0737 µM]	-8.4
COc1ccc(NS(=O)(=O)c2ccc(SC)cc2)cc1	i	.
CC(C)(C)c1ccc(OCC(=O)NNC(=O)c2cccnc2)cc1	?	.
COc1cc(C2N(C)C(=O)c3ccccc3N2C)ccc1O (stereo not given)	i	2.9
O=C(COC(=O)CCc1ccccc1)Nc1cc([N+](=O)[O-])ccc1F	?	.
COc1cccc(N=c2oc3c(C)ncc(CO)c3cc2C(=O)Nc2ccccc2OC)c1	-6.2%	.
CC1Oc2ccccc2N(CC(=O)N2CCc3ccccc32)C1=O (stereo not given)	?	.
O=C(Nc1ccccc1Cc1ccccc1)c1ccncc1	?	.
N#CCC(=O)Nc1ccc(C(=O)OCC(=O)Nc2cccc(C(F)(F)F)c2)cc1	?	.

4 structures from above, arranged by count of non-hydrogen atoms, high to low:
SMILES	S3 lipid droplet	S3 lipid droplet cell count max
CCN(CCCNC(=O)CCn1c(=O)[nH]c2ccccc2c1=O)c1cccc(C)c1	19.4%	-14.9
CCn1c(=O)cc(N2CCN(C(=O)c3ccco3)CC2)[nH]c1=O	12.0%	10.6
Cc1ccc(NC2SC(=O)N(CC(=O)O)C2=O)cc1 (stereo not given)	23.1µM*	-7.7*
Cc1csc(SCC(=O)NC2CCC(C)CC2)n1 (stereo not given)	?	.

Assay outcomes: PubChem, National Center for Advancing Translational Sciences (NCATS)
